# ANO1 block = mouse TMEM16A channel inhibition, primary screen; HEK293 TMEM16A/YFP iodide influx fluorescence, ionomycin; normalized B-score (activity score, 25-100; higher = stronger inhibition) at 10 µM; 1.2% of 310,000 active;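 active = ratio plate-corrected score three or more library SD toward inhibition, starting fluorescence score within five deviations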;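 also: score derived from kinetic fluorescence span divided by baseline fluorescence per well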
# SKKanGAS inh = blocks kanamycin growth of S. pyogenes SKKanGAS strain; inhibition, % at 7.5 µM; BacTiter-Glo, 6 h; AID 1662; 1.3% of 300,000 active;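 active = mean replicate score, as percent of positive control median, at least 50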;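 also: strain carries kanamycin resistance gene driven by streptokinase promoter and grows in 40 µg/ml kanamycin; loss of luminescence reflects streptokinase promoter inhibition or plain growth inhibition; 0% = median of DMSO wells and 100% = positive control at its reference dose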
# TRPC6 inh = mouse TRPC6 channel inhibition; Q61143; HEK293-TRPC6, membrane potential dye, ACh-evoked depolarization; stronger effect = lower value; B-score at 10 µM; 1.1% of 310,000 active;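 active = B-score under library mean minus 3 SD, initial fluorescence not abnormally high, positive integrated signal ratio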;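 also: B-score derived from integrated fluorescence ratio over the kinetic read; more negative B-score means stronger inhibition of depolarization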
# TRPC4 act = TRPC4 (mouse) channel activation; HEK293 TRPC4beta/mu-opioid, Fluo4 calcium fluorescence; stronger effect = higher value; B-score at 10 µM; 0.49% of 310,000 active; Q9QUQ5; AID 2237;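 active = B-score above 5 SD of library B-scores, and initial fluorescence ratio not above library mean plus 5 SD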;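 also: positive B-score marks a calcium rise read as TRPC4 activation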
#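 Material: HEK293 stable line with TRPC4beta plus mu-opioid receptor; technique: Fluo4 calcium-sensitive dye fluorescence, kinetic, 1 Hz baseline; timing: Fluo4 dye loading 45 min at room temperature, 110 s recording; controls: assay buffer as low control, maximal DAMGO as high control; read-out: integrated baseline-normalised fluorescence ratio, converted to per-well B score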
# TRPC4 potent = allosterically enhances the mouse TRPC4 cation channel | Q9QUQ5 | HEK293 TRPC4beta/mu-opioid, DAMGO EC20, Fluo-4 Ca2+ flux; stronger effect = higher value | B-score at 10 µM | 0.42% of 310,000 active | AID 2227;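 active = B-score of calcium response area above 5 SD of library B-scores, with initial fluorescence ratio within 5 SD of library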;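 also: B-score of integrated fluorescence ratio over time as area under calcium response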
# TMEM16A act = activators or potentiators of mouse TMEM16A chloride channel | Q8BHY3 | 0.3% of 340,000 active | AID 623877 | HEK293 TMEM16A/YFP-H148Q/I152L, iodide quench fluorescence; stronger effect = lower value | B-score at 10 µM;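 active = fluorescence-ratio B-score plate-corrected deviation score at least 3 library SD below zero, with starting fluorescence score within 5 deviations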;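 also: channel opened by trigger with iodide after compound preincubation; score built on the fluorescence ratio of max minus min over baseline; more negative score means more quench and so TMEM16A activation or potentiation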
# TRPC4 inh = inhibitors of mouse TRPC4 channel. 0.39% of 300,000 active. HEK293 TRPC4beta/mu-opioid, DAMGO-evoked Fluo4 calcium flux; stronger effect = lower value. B-score at 10 µM. Q9QUQ5;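 active = B-score over 3 SD under the library average, no early fluorescence shift, positive overall ratio signal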
#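 test system = HEK293 cells with stable TRPC4beta plus mu-opioid receptor expression | detection = Fluo4 Ca2+ flux fluorescence | read-out = integrated fluorescence ratio relative to baseline, converted to per-well B score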
# MrgX1 antagonist = antagonists of human MrgX1 receptor; Q96LB2; MRGX1-HEK293 calcium flux, Fluo-4, BAM8-22 antagonism; stronger effect = lower value; B-score at 10 µM; 1.3% of 310,000 active; AID 588676;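 active = calcium-response B-score plate-corrected more than 3 library SD below zero, starting fluorescence within 5 deviations, no agonist response on first addition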;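 also: peak minus trough fluorescence over baseline after final BAM8-22 challenge near maximal dose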
# Target sequence (Q96LB2 whole entry, looked up): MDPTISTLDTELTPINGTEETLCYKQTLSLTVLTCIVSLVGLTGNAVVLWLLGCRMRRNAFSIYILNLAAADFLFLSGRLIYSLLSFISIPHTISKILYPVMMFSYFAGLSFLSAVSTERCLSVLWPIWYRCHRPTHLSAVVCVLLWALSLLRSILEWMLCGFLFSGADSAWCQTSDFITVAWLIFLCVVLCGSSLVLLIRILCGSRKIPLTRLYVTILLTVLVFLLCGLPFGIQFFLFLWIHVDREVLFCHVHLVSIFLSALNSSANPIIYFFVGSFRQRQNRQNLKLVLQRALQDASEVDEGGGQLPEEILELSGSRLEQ
# MrgX1 agonist = agonists of human MrgX1 receptor | Q96LB2 | MrgX1-HEK293 cells, Fluo-4 calcium fluorescence, agonist mode; stronger effect = higher value | B-score at 10 µM | 0.44% of 310,000 active;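 active = calcium response B-score plate-corrected fluorescence ratio at least 3 library SD, with starting fluorescence B-score inside 5 SD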
#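 System: HEK293 cells stably expressing human MrgX1 receptor; Dosing: test compound in the initial addition of three; Schedule: overnight plating, then 30 min 37 °C plus 30 min room-temperature dye loading; Detection: kinetic calcium dye fluorescence, Fluo-4 NW; Controls: per-plate positive and negative controls for Z′ factor.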
# TRPC6 activator = activates the mouse TRPC6 cation channel | Q61143 | HEK293-TRPC6 membrane potential dye fluorescence; stronger effect = higher value | B-score at 10 µM | 0.13% of 310,000 active | AID 2550;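 active = B-score of the integrated fluorescence ratio above library mean plus 3 SD, and starting fluorescence ratio within library mean plus 5 SD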;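 also: higher score means more depolarization so channel activation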
# MrgX1 PAM = allosterically activates human MrgX1 receptor signaling; Q96LB2; MrgX1-HEK293, Fluo-4 calcium flux, FDSS; stronger effect = higher value; B-score at 10 µM; 0.63% of 310,000 active; AID 588675;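 active = plate-corrected calcium response at least 3 library SD above typical, normal starting fluorescence, not activating the receptor alone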;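 also: compound read alongside a low EC10 to EC30 dose of BAM8-22 agonist; peak minus trough fluorescence over baseline measured at the second addition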
# Numbers without * were called inactive; i = inactive; nt = not tested or not shown.
canonical_smiles,MrgX1 PAM,TRPC6 activator,TRPC4 inh,ANO1 block,TMEM16A act,TRPC4 potent,TRPC6 inh,MrgX1 antagonist,SKKanGAS inh,TRPC4 act,MrgX1 agonist
Cc1nnc(SCC(=O)NCc2ccc3c(c2)OCO3)s1,i,i,i,i,i,i,i,i,2.6,i,i
CN1CCN(c2ccc(Cl)cc2NC(=O)C2COc3ccccc3O2)CC1 (stereo unspecified),6.53*,i,i,i,i,i,i,i,-4.4,i,i
COC(=O)c1ccc(/C=N/Nc2nc(-c3ccc(C)cc3)cs2)cc1,i,i,i,i,i,i,i,i,-4.5,i,i
O=c1ccc(C(F)(F)F)cn1Cc1cc(=O)n2ccsc2n1,i,i,i,i,i,i,i,i,0.0,i,i
Cc1cc(-c2n[nH]c(=S)n2/N=C/c2ccccc2[N+](=O)[O-])n[nH]1,i,i,i,i,i,i,i,i,1.1,i,i
O=C(CCc1ccc(S(=O)(=O)N2CCOCC2)cc1)OCc1nc2ccccc2s1,i,i,i,i,i,i,i,i,-3.3,i,i
CCOc1ccc(N2C(=O)C3C(C2=O)C3(c2ccccc2)c2ccccc2)cc1 (stereo unspecified),i,i,i,i,i,i,i,i,-3.4,i,i
COc1ccc(S(=O)(=O)NCCSCc2cccc(C)c2)cc1Br,i,i,i,i,i,i,i,i,-5.7,i,i
Fc1ccccc1/C=C1\CCCC2=C1NC(=S)NC2c1ccccc1F (stereo unspecified),i,i,i,i,i,i,i,i,0.6,i,i
O=C(c1cnn2c(C(F)F)cc(C3CC3)nc12)N1CCc2ccccc2C1,i,i,i,i,i,i,i,i,8.4,i,i
CCC(c1c(C)n(C)n(-c2ccccc2)c1=O)c1c(C)n(C)n(-c2ccccc2)c1=O,i,i,i,i,i,i,i,i,-4.8,i,i
Cc1ccc(Nc2nc(-c3cccnc3)nc3ccccc23)cc1,i,i,i,i,i,i,i,i,0.3,i,i
CN1CCN(S(=O)(=O)c2cccc(C(=O)Nc3cccc([N+](=O)[O-])c3)c2)CC1,i,i,i,i,i,i,i,i,3.2,i,i
Cc1ccc(S(=O)(=O)N(C)C)cc1NC(=O)COC(=O)/C=C/c1cccs1,i,i,i,i,i,i,i,i,1.4,i,i
CCC(C)(C)n1nnnc1C(c1ccncc1)N1CCC(C)CC1 (stereo unspecified),i,i,i,i,i,i,i,i,5.4,i,i
COC(=O)COc1cccc(NC(=O)c2ccccc2)c1,i,i,i,i,i,i,i,i,2.4,i,i
CCC(C)c1ccc(OCCN2CCCC2)cc1 (stereo unspecified),i,i,i,i,i,i,i,i,0.4,i,i
COc1ccccc1OCCSc1ncnc2nc[nH]c12,i,i,i,i,i,i,i,i,-4.1,i,i
O=C1COc2ccc(C(=O)C[n+]3cccc(O)c3)cc2N1,i,i,i,i,i,i,i,i,-8.0,i,i
COc1ccc(OC)c(NC(=O)CSc2nnc(-c3ccncc3)s2)c1,i,i,i,i,i,i,i,i,21.1,i,i
COc1ccc(NC2CCCN(C(=O)c3ccc(C(C)=O)s3)C2)cc1 (stereo unspecified),i,i,i,i,i,i,i,i,1.5,i,i
COc1cc(C(O)CO)ccc1O (stereo unspecified),i,nt,nt,i,i,nt,nt,i,nt,nt,i
Cc1cccc(NC(=S)N(Cc2cccs2)Cc2cc3cc(C)ccc3[nH]c2=O)c1,i,i,i,i,i,i,i,i,7.9,i,i
CCN(CC(=O)NCc1ccc(F)cc1)CC(=O)NC1CCCC1,i,i,i,i,i,i,i,i,-6.3,i,i
CCOC(=O)C1=NNC(C(=O)c2ccc(C)cc2)C1c1ccc(OC)cc1 (stereo unspecified),i,i,i,i,i,i,i,i,-1.4,i,i
COc1ccc(/C=N/N2C(=O)CSC2=S)cc1Br,i,i,i,i,i,i,i,i,9.5,i,i
CCOc1cc(S(=O)(=O)N2CCCC2)c(C)cc1C,i,i,i,i,i,i,i,i,-7.6,i,i
O=C(O)c1cc2nc(-c3ccc(F)cc3)cc(C(F)(F)F)n2n1,i,i,i,i,i,i,i,i,2.6,i,i
Cc1ccc(F)c(NC(=S)Nc2cccc3ccccc23)c1,i,i,i,i,i,i,i,i,15.5,i,i
Nc1nccc(-c2cccs2)n1,i,i,i,i,i,i,i,i,0.2,i,i
C=CCSc1nc2c(cnn2-c2ccc(C)c(C)c2)c(=O)[nH]1,i,i,i,i,i,i,i,i,-0.6,i,i
CC(OC(=O)CCC1CCCCC1)C(=O)Nc1ccc(S(N)(=O)=O)cc1 (stereo unspecified),i,i,i,i,i,i,i,i,-1.1,i,i
CCCSc1nnc(-c2c[nH]c3ccccc23)n1C,i,i,i,i,i,i,i,i,-6.0,i,i
O=C(NN1C(=O)C2C3C=CC(C4CC34)C2C1=O)c1ccc(Cl)cc1Cl (stereo unspecified),i,i,i,i,i,i,i,i,-6.3,i,i
Cc1ccc(CC(=O)N2CCN(c3cccc(C(F)(F)F)c3)CC2)cc1,i,i,i,i,i,i,i,i,-5.7,i,i
Cc1cc(=O)[nH]c(SCC(=O)c2ccc(C(C)C)cc2)n1,i,i,i,i,i,i,i,i,6.0,i,i
O=C(CN1CCN(c2ccccc2O)CC1)NC(=O)NCc1ccco1,i,i,i,i,i,i,i,i,4.7,i,i
C=CCSc1nc2sc(C)c(C)c2c(=O)n1N,i,i,i,i,i,i,i,i,-4.7,i,i
CC(=O)c1c(C)[nH]c(C(=O)Nc2ccc(F)c(F)c2F)c1C,i,i,i,i,i,i,i,i,-3.3,i,i
CC(C)CNC(=O)c1cnn2c(C(F)(F)F)cc(C(F)(F)F)nc12,i,i,i,i,i,i,i,i,3.5,i,i
COc1ccc(NS(=O)(=O)c2cc(NC(=O)Cc3cccs3)ccc2C)cc1,i,i,i,i,i,i,i,i,34.7,i,i
CCOC(=O)C1CCN(C(c2ccccn2)c2c(C)[nH]c3ccccc23)CC1 (stereo unspecified),i,i,i,i,i,i,-5.83*,i,-4.1,i,i
S=C(NCCc1ccccc1)Nc1ccccc1Cl,i,i,i,i,i,i,i,i,-6.3,i,i
CCOCCCN(C(=O)CCC(=O)Nc1cc(C)on1)C(C(=O)NC(C)(C)CC)c1cccc(OC)c1OC (stereo unspecified),i,i,i,i,i,i,i,i,-1.0,i,i
COc1ccc(-c2nc3ccccn3c2NCc2ccc3c(c2)OCO3)cc1,i,i,i,i,i,i,-5.28*,i,-0.5,i,i
Cc1noc(C)c1COC(=O)Cn1c(C)nc2ccccc21,i,i,i,i,i,i,i,i,7.9,i,i
O=C(O)COc1ccccc1/C=N/NC(=O)CN1CCN(Cc2ccccc2Cl)CC1,i,i,i,i,i,i,i,i,1.7,i,i
COc1cc(CC(=O)NC2CCCc3ccccc32)cc(OC)c1OC (stereo unspecified),i,i,i,i,i,i,i,i,1.3,i,i
CCC(C)NC(=O)c1ccccc1NC(=O)CN(c1ccc(OC)cc1)S(C)(=O)=O (stereo unspecified),i,i,i,i,i,i,i,i,5.4,i,i
CN(C)c1ccc(CNC(=O)CCS(=O)(=O)c2ccc3c(c2)n(C)c(=O)c(=O)n3C)cc1,i,i,i,i,i,i,i,i,-1.7,i,i

# (listing goes on)
canonical_smiles,MrgX1 PAM,TRPC6 activator,TRPC4 inh,ANO1 block,TMEM16A act,TRPC4 potent,TRPC6 inh,MrgX1 antagonist,SKKanGAS inh,TRPC4 act,MrgX1 agonist
CC1(C)CC(CC(=O)O)CC(C)(C)N1,i,i,i,i,i,i,i,i,1.4,i,i
COc1ccc(CCNC(=O)c2coc3ccccc3c2=O)cc1OC,i,i,i,i,i,i,i,i,4.5,i,i
C/C(=N/OC(=O)c1c(-c2ccccc2Cl)noc1C)c1cnccn1,i,i,i,i,i,i,-6.05*,i,-1.6,i,i
Cc1ccc(NC(=O)CC(C(=O)O)c2ccccc2)cc1 (stereo unspecified),i,i,i,i,i,i,i,i,-4.6,i,i
CCOc1cc(C(=O)OC(C)C(=O)Nc2ccc(NC(C)=O)cc2)ccc1OCC(=O)N1CCCCC1 (stereo unspecified),i,i,i,i,i,i,i,i,25.7,i,i
Cc1ccc(CNC(=O)Nc2ccc(F)cc2)n1C,i,i,i,i,i,i,i,i,3.8,i,i
Cc1c(Br)cccc1NC(=O)c1sccc1-n1cccc1,nt,i,i,nt,i,i,i,nt,24.8,i,nt
COC(=O)CN(c1cc(Cl)ccc1OC)S(=O)(=O)c1ccc(C)cc1,i,i,i,i,i,i,i,i,-8.0,i,i
CCOc1ccc(-c2nc3scc(-c4cccs4)c3c(=O)[nH]2)cc1,i,i,i,i,i,i,i,i,-0.5,i,i
COc1cccc(OCCCOc2ccc([N+](=O)[O-])cc2Cl)c1,i,i,i,i,i,i,i,i,14.4,i,i
Cc1ccc(-c2cccc(NC(=O)C3C4C=CC(C4)C3C(=O)O)c2)o1 (stereo unspecified),i,i,i,i,i,i,i,i,4.3,i,i
CCOc1ccc(S(=O)(=O)n2cc(F)c(=O)[nH]c2=O)cc1[N+](=O)[O-],i,i,i,i,i,i,i,i,6.5,i,i
Cc1oc(/C=N/NC(=O)CN(c2ccccc2Br)S(C)(=O)=O)cc1Br,i,i,i,i,i,i,i,i,-7.9,i,i
CCc1nnc(NS(=O)(=O)c2ccc(NC(=S)NC(=O)c3ccc(OC)c(OC)c3)cc2)s1,i,i,i,i,i,i,i,i,26.6,i,i
CCOC(=O)C(O)C1CCc2c([nH]c3ccc(C)cc23)C1=O (stereo unspecified),i,i,i,i,i,i,i,i,1.6,i,i
CC1=CC(C)[C@@H]2COC(c3ccc(O)cc3)[C@H]1C2C (stereo partly specified),i,i,i,i,i,i,i,i,1.3,i,i
COc1ccc(O)c(C2=Nc3ccccc3N=C(c3ccccc3)C2)c1,i,i,i,i,i,i,i,i,7.6,i,i
COc1ccc(CN2CCCC(N3CCc4ccccc4C3)C2)c(O)c1 (stereo unspecified),i,i,i,i,i,i,i,i,-5.4,i,i
Cc1nc([N+](=O)[O-])cn1CC(=O)NCCCO,i,i,i,i,i,i,i,i,3.2,i,i
